RMI-FANCM inh: RMI-FANCM interaction inhibition; AID 1159607; FP signal (polarization) at 33 µM; 0.58% of 70,000 active; Fluorescence polarization, RMI core complex with F-MM2 peptide; stronger effect = lower value; in the data active = FP signal below about 40; note: inactives centre near 61; strong numbers were not always called active; unit not given here
Numbers without * were called inactive; & = joins results of further samples.

SMILES	RMI-FANCM inh
CC(C)(C)c1ccc(OCC(=O)Nc2ccc3c(c2)N(C(=O)c2ccco2)CC3)cc1	83
CCCCC(=O)NC(NC(=O)CCCC)c1cccc(OC)c1	58
Cc1ccc(S(=O)(=O)Nc2ccc(-n3ccc(C(F)(F)F)n3)cc2)cc1	57
CCOC(=O)c1ccc2nonc2c1	57
CC1CN(c2ncnc3c2cnn3CCNC(=O)CCCc2ccccc2)CC(C)O1 (centres undefined)	64
CC(C)C(=O)Nc1ccc(S(=O)(=O)NCCCc2ccc(N(C)C)cc2)cc1	69
COc1ccc(NC(=O)c2ccc(COc3cccc4c3OC(C)(C)C4)cc2)c(OC)c1	60
CC(C)(C)OCc1ccc(Br)cc1	68
CC1(c2ccccc2)NN=C2Oc3ccccc3N21 (centres undefined)	61
CNC(=O)Cn1cc(-c2nnc(C)o2)c2ccccc21	68
O=[N+]([O-])c1cnc(Sc2n[nH]c(-c3cccs3)n2)s1	60
Cc1cc(N)n(-c2nc(-c3ccc(F)cc3)cs2)n1	71
O=C(CCCc1ccccc1)Nc1ccc(SCC(=O)N2CCCC2)nn1	43
O=C1CCC(O)N1CCc1cnc[nH]1 (centres undefined)	48
CC1CCCCN1S(=O)(=O)c1ccc(C(=O)N(CCCN(C)C)c2nc3cc4c(cc3s2)OCO4)cc1 (centres undefined)	116
NNC(=O)COc1ccccc1CSc1ccc(Cl)cc1	58
Cc1nc2cc(NC(=O)CNS(=O)(=O)c3c(C)c(C)cc(C)c3C)ccc2s1	82
COC(=O)c1c(NC(=O)/C(C#N)=C/c2ccco2)sc(C)c1C	62
Cc1cc2nc(N3CCN(C(=O)/C=C/c4cccc([N+](=O)[O-])c4)CC3)sc2cc1C	54
FC(F)Oc1ccc(NC(=S)NCc2cccnc2)cc1	61
CCOC(=O)c1sc(NC(=O)Cc2ccc(S(=O)(=O)C(C)C)cc2)nc1-c1ccccc1	71
CSc1ncc(C(=O)NN)n1C	61
O=C(Nc1nnc(-c2cccnc2)o1)c1cccc(Br)c1	62
COc1ccc(S(=O)(=O)NCC(c2ccc3c(c2)CCCN3C)N2CCCCC2)cc1C (centres undefined)	96&75
CN(C)c1nc(-c2ccc([N+](=O)[O-])cc2)[n+](Cc2ccc([N+](=O)[O-])cc2)s1	59
CC(C)(CC(=O)NCCCc1ccccc1)CC1=NS(=O)(=O)c2ccccc2N1	64
O=C(CSc1nnc(-c2ccc(F)cc2)o1)N1CCc2ccccc21	60
N#C/C(=C/c1cccc([N+](=O)[O-])c1)C(=O)Nc1cccc(C(F)(F)F)c1	55
CCOc1ccc(-c2nc(COC(=O)c3nnn(-c4ccc(CC)cc4)c3C)c(C)o2)cc1	63
CC1N=C(SCC(=O)c2ccc(F)cc2)N2C(C)N=C(SCC(=O)c3ccc(F)cc3)N12 (centres undefined)	47
CCSc1nnc(NC(=O)CSc2nncc(=O)n2N)s1	60
O=C(Nc1nccs1)c1ccc(-c2ccccc2F)o1	64
CCOC(=O)C(C#N)C(=O)c1c(-c2c(Cl)cccc2Cl)noc1C (centres undefined)	54
O=C(c1ccccc1)N1CCOCC1	47
Cc1nnc(C2CCCN(C(=O)c3ccccc3F)C2)s1 (centres undefined)	60
COc1ccccc1OCC(=O)Nc1ccc2c(c1)N(C(=O)C(C)(C)C)CC2	65

Sorted by count of non-hydrogen atoms (lowest first): part of the list above.
SMILES	RMI-FANCM inh
O=C(c1ccccc1)N1CCOCC1	47
N#C/C(=C/c1cccc([N+](=O)[O-])c1)C(=O)Nc1cccc(C(F)(F)F)c1	55
CC(C)(CC(=O)NCCCc1ccccc1)CC1=NS(=O)(=O)c2ccccc2N1	64
CCOc1ccc(-c2nc(COC(=O)c3nnn(-c4ccc(CC)cc4)c3C)c(C)o2)cc1	63

(cont.)
SMILES	RMI-FANCM inh
O=C(O)c1cccnc1SCCc1ccccc1	59
O=S(=O)(c1ccc(Cl)c2ccccc12)N1CCCCCC1	59
Cn1c(=O)c2c(nc(NN=Cc3ccc(O)cc3)n2Cc2ccc(F)cc2)n(C)c1=O	60
Cc1cc(NC(=O)C2CC(=O)N(c3ccccc3)C2)n(-c2nc(-c3cccs3)cs2)n1 (centres undefined)	85
O=C(Oc1ccc(Oc2ccccc2)cc1)N1CCC(O)CC1	53
CCOc1ccccc1C(=O)Nc1nnc(SCC(=O)Nc2cc(C)on2)s1	134
CC(C)OC(=O)/C=C\c1cn(-c2ccccc2)nc1-c1cccc(Br)c1	60
O=C(Cn1cnc(-c2ccc(F)cc2)cc1=O)NCCc1ccccc1	66
CCOc1ccc(-c2noc(CS(=O)(=O)c3ccc(C)cc3)n2)cc1	86
CC(=O)N1c2ccc(S(=O)(=O)NCCn3ncccc3=O)cc2CC1C (centres undefined)	64
O=C(O)c1ccccc1SCCCN1C(=O)c2cccc3cccc(c23)C1=O	64
CCOC(=O)Cc1csc(NC(=O)C2CCCN(c3ccc(-c4ccccc4OC)nn3)C2)n1 (centres undefined)	69
CCCCCC(Oc1ccc(C(C)(C)CC)cc1)C(=O)Nc1cccc(C(=O)NC2=NN(c3ccccc3)C(=O)C2)c1 (centres undefined)	25
Cc1cccc2sc(NC(=O)Cc3cc(=O)[nH]c(SCc4ccccc4F)n3)nc12	53
CC(=O)C(C#N)c1nc(-c2ccc(Cl)c(Cl)c2)cs1 (centres undefined)	57
O=C(NC(N1CCOCC1)C(Cl)(Cl)Cl)OCc1ccc(Cl)cc1Cl (centres undefined)	61
Cc1cc2ncn(S(=O)(=O)c3ccc(Br)cc3)c2cc1C	63
O=C(c1ccc(OC(F)(F)F)cc1)c1ncc[nH]1	42
C=CCn1c(=NC(=O)Cc2ccccc2)sc2cc(NC(C)=O)ccc21	61
NS(=O)(=O)c1cc(C2(O)NC(=O)c3ccccc32)ccc1Cl (centres undefined)	51&-70&63
CCSc1nnc(NC(=O)C2CC(=O)N(c3ccc(F)cc3)C2)s1 (centres undefined)	56
Cc1nc(-c2ccccc2)sc1C(=O)NCCCn1nc(-c2cccnc2)ccc1=O	67
NC(=O)c1c(NC(=S)NC(=O)c2ccco2)sc2c1CCCC2	66
O=C(Nc1ccc(-c2ccc3nnc(-c4ccccn4)n3n2)cc1)c1cccc(F)c1	67

An excerpt from above in order of the RMI-FANCM inh value, rising.
mol | RMI-FANCM inh
Cc1cccc2sc(NC(=O)Cc3cc(=O)[nH]c(SCc4ccccc4F)n3)nc12 | 53
C=CCn1c(=NC(=O)Cc2ccccc2)sc2cc(NC(C)=O)ccc21 | 61
Cc1cc2ncn(S(=O)(=O)c3ccc(Br)cc3)c2cc1C | 63

Next results follow.
SMILES	RMI-FANCM inh
CN(C)/C=C(\C#N)C(=O)Nc1cc(C(F)(F)F)ccc1Cl	58
c1ccc(CN2CCN(Cc3nc4ccccc4[nH]3)CC2)cc1	60
CC(C)(C)C(=O)N1CCc2ccc(NC(=O)C3CC(=O)N(c4ccccc4)C3)cc21 (centres undefined)	67
COc1ccccc1NC(=O)N1CCN(c2ccc(-c3ccc(C)cc3C)nn2)CC1	70
Cc1ccc2cc(/C=N\Nc3nc(-c4ccccc4)c4cc(Cl)ccc4n3)c(Cl)nc2c1	54
CC(C)(C)n1ncc2c(=O)n(CCC(=O)Nc3ccc(OC(F)(F)F)cc3)cnc21	73
N=C1SCCN1CC(=O)O	61
CNC(=O)CCc1csc(NC(=O)Nc2cccc(Cl)c2)n1	62
O=C(C1CCCCC1)N1CCN=C1SCc1ccc(C(F)(F)F)cc1	65
CC1CCC(C(C)C)C(OP(=S)(OC2CC(C)CCC2C(C)C)c2ccc(N(C)C)cc2)C1 (centres undefined)	63
O=S(=O)(Nc1cccc(-c2ccc(N3CCCC3)nn2)c1)c1ccc2ccccc2c1	57
COc1ccc(/C=C/C(=O)Nc2ccc(-n3nncc3-c3ccc(Br)cc3)cc2)cc1OC	57
COc1ccccc1N1CCN(S(=O)(=O)c2ccc(-c3cnoc3)s2)CC1	56
Cc1cc(S(=O)(=O)N2CC=C(c3ccccc3)CC2)c(C(F)(F)F)o1	58
O=C(Cc1csc(Nc2ccc(OC(F)(F)F)cc2)n1)NCc1ccccn1	-3*
Cc1ccc(CNC(=O)Nc2ccc(C(C)(C)C)cc2)n1C	43
O=C(c1cnn(-c2ccccc2)c1C(F)(F)F)N1CCN(c2ccnc3cc(Cl)ccc23)CC1	60
CC(=O)/C(C#N)=C1/N=C(C)CS1	57
Cc1ccc(-c2csc3nnc(SCC(=O)Nc4nc(-c5ccccc5)ns4)n23)cc1	126
CC1CCc2c(sc3nc(SCC(N)=O)nc(NCc4ccccc4)c23)C1 (centres undefined)	54
O=c1[nH]cc(Br)c(=O)[nH]1	61
COc1cn(C)c(C(=O)Nc2nc3ccc(Cl)cc3s2)cc1=O	63
CN(C)Cc1c(O)ccc2c(-c3cc4ccccc4oc3=O)cc(=O)oc12	54
C=CCn1c(SCC(=O)c2cc(C)n(-c3ccccc3)c2C)nc2ccccc2c1=O	77
COc1ccc(OC)c(S(=O)(=O)Nc2cccnc2Sc2ccc(C)cc2)c1	51
CCOC(=O)CCc1c(C(=O)OCC)[nH]c(CC)c1C(=O)OCc1ccccc1	62
COc1ccc(NC(=O)NCc2nnnn2-c2ccc(F)cc2)c(OC)c1	57
Cc1ccc(Cl)cc1NC(=O)Cn1c(=O)n(Cc2ccc(F)cc2)c(=O)c2nccnc21	69
Cc1c(C(=O)CN2CCN(c3ccc(C(F)(F)F)cn3)CC2)sc2ccc(Cl)cc12	57
NC(=O)c1ccc(NC(=O)Cn2nc(-c3ccco3)c3sc(N4CCCCC4)nc3c2=O)cc1	117
Cc1ccc(N2CC(NC(=O)Cc3ccc([N+](=O)[O-])cc3)CC2=O)cc1 (centres undefined)	58
COc1ccc(CC(=O)NCCCc2ccc(N(C)C)cc2)cc1OC	72
COc1ccc(N2CC(NS(=O)(=O)c3cccnc3)CC2=O)cc1OC (centres undefined)	53
COc1ccc(CNc2ccc(C(=O)O)cc2)cc1	53
Cc1ccc(S(=O)(=O)N2CCc3ccc(NC(=O)c4ccc(C#N)cc4)cc3C2)cc1	70
Cc1cc(NC(=O)Cn2nc(-c3cccs3)ccc2=O)no1	55
NC(=O)c1oc2ccccc2c1NC(=O)C1(c2ccc(Cl)cc2)CCCC1	54
CCN1C(=O)CCc2cc(NS(=O)(=O)c3cc(C)c(OC)c(C)c3)ccc21	63
CN(C)c1ccc(CCNS(=O)(=O)c2cccs2)cc1	73
Nc1nc(SCC(=O)Nc2cc(C(F)(F)F)ccc2Cl)[nH]c(=O)c1NC(=O)c1ccc(Br)o1	59
CCOCC(=O)Nc1c(C(=O)Nc2ccc(C)c(C)c2)oc2ccccc12	59
O=C(CS(=O)(=O)c1c[nH]c2ccccc12)NC1CCCCC1	60
CC1(C)C=CC(=O)[C@@]2(C)C1CC(=O)[C@]1(C)C2CC[C@@]2(C)[C@H](c3ccoc3)OC(=O)C3OC321 (some centres undefined)	60
CCOC(=O)c1csc(Nc2nc3ccc(SC)cc3s2)n1	88
O=[N+]([O-])c1ccc(C=NC23CC4CC(CC(C4)C2)C3)cc1	62
Cc1nc2sc(C)c(C)n2c(=O)c1NC(=O)c1ccccc1C(F)(F)F	64
O=C(/C=C\c1ccccc1)N1CCC(c2nnc(C3CC3)s2)CC1	62
CCOc1ccc(-c2ccc(C)c(NS(=O)(=O)c3ccc(NC(=O)CC)cc3)c2)nn1	71
O=C1NCCC/C1=N\Nc1cc(C(F)(F)F)cc(C(F)(F)F)c1	61
Cc1nnc2sc3ccccc3n12	59
O=C(/C=C/c1ccccc1)Nc1nc2ccc(S(=O)(=O)N3CCOCC3)cc2s1	121
CC(=O)c1cnn(C(=O)CNC(=O)c2cccnc2Oc2ccccc2)c1C	56
CCn1c(=NC(=O)C2CCN(S(=O)(=O)c3ccc(F)cc3)CC2)sc2ccccc21	51
O=C(NCC(c1ccsc1)N1CCc2ccccc2C1)C(=O)Nc1ccc(F)c(F)c1 (centres undefined)	76
COc1ccc(CCC(=O)NCCNC(=O)c2ccc(NC(=O)C3CC3)cc2)cc1	71
CC(C)(C)c1cc(CCCSCCCc2cc(C(C)(C)C)c(O)c(C(C)(C)C)c2)cc(C(C)(C)C)c1O	60
COc1ccc(NC(=O)c2cn(-c3ccccc3)nc2-c2ccc(F)cc2)cc1	63
Nc1nonc1/C(=N\O)N1CCOCC1	56
Cc1nn(CC(=O)Nc2ccccc2)c(=O)c2c1cnn2-c1ccccc1	70
O=C(Cn1nc(C2CC2)c2cnn(-c3ccc(F)cc3)c2c1=O)OCc1ccccc1	67

(cont.)
SMILES	RMI-FANCM inh
Cc1ccc(N(C)S(=O)(=O)c2c(-c3ccccc3)csc2C(=O)NCc2cccnc2)cc1	66
CCOc1cccc2cc(-c3nnc(NCc4ccco4)s3)c(=O)oc12	53
CCc1ccc(S(=O)(=O)Nc2ccc3c(c2)N(C)C(=O)C(C)(C)CO3)s1	67
COc1cccc(NS(=O)(=O)c2ccccc2F)c1	72
COc1ccc(C(=O)c2ccc([N+](=O)[O-])cc2)cc1	54
COC(=O)c1sccc1S(=O)(=O)Nc1ccccc1Sc1ncnc2c(C)csc12	58&56
COc1ncc(C(=O)O)cn1	62
COc1ccccc1N1CCN(CCNC(=O)C2CC2)CC1	64
Cc1ccc2oc(=O)n(CC(=O)O)c2c1	56
CC(C(=O)Nc1ccc([N+](=O)[O-])cc1)N1C(=O)c2ccccc2S1(=O)=O (centres undefined)	53
CSc1ccccc1C(=O)NCCS(=O)(=O)N1CCN(c2ccccn2)CC1	64

In the list so far, these contain bromine:
SMILES	RMI-FANCM inh
CC(C)(C)OCc1ccc(Br)cc1	68
O=C(Nc1nnc(-c2cccnc2)o1)c1cccc(Br)c1	62
CC(C)OC(=O)/C=C\c1cn(-c2ccccc2)nc1-c1cccc(Br)c1	60
Cc1cc2ncn(S(=O)(=O)c3ccc(Br)cc3)c2cc1C	63
COc1ccc(/C=C/C(=O)Nc2ccc(-n3nncc3-c3ccc(Br)cc3)cc2)cc1OC	57
O=c1[nH]cc(Br)c(=O)[nH]1	61
Nc1nc(SCC(=O)Nc2cc(C(F)(F)F)ccc2Cl)[nH]c(=O)c1NC(=O)c1ccc(Br)o1	59

Not all compounds are listed; the hit share may differ from the screen's.
